# PI5P4Ka inh: PI5P4K alpha (human) kinase inhibition; P48426; PI5P4Kalpha enzyme, ADP-Glo luminescence, 60 min; active compounds read low; max response, %; actives 1.2% (n = 330,000); AID 652105; active = max response of -50% or lower; inconclusive = between -30% and -50%; inactive = -30% or higher; also: value at the top dose of about 77 µM; % is scaled to controls: 0 for no effect and ±100 for the full control effect
# Target sequence (P48426 whole entry, looked up): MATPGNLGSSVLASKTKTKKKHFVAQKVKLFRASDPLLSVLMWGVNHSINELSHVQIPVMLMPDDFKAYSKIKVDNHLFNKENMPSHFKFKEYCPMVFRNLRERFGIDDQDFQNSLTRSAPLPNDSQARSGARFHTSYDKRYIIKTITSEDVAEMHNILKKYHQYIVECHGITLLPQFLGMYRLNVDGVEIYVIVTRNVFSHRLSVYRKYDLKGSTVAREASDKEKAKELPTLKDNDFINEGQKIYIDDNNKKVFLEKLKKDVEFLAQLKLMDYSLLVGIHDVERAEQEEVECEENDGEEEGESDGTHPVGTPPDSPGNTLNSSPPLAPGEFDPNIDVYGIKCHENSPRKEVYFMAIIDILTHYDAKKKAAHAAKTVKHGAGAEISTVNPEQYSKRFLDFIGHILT
#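 Enzyme plus substrate dispensed, test compounds pinned in, then ATP (5 microM final) added. After 60 min at RT, ADP-Glo reagent 1 for 45 min and reagent 2 for 30 min preceded luminescence imaging.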
# PLK1 PBD inh: blocks phosphopeptide binding to human PLK1 polo-box domain | P53350 | actives 2.8% (n = 360,000) | Plk1 PBD binding of FITC phosphopeptide, fluorescence polarization | Potency, µM, without a hit: max response, negative = inhibition, actives largely listed as inhibitors; also: potency is read from the fitted curve at half-maximal effect; series mostly up to about 57 µM; % is scaled to controls: 0 for no effect and ±100 for the full control effect; nearly all actives have a fitted effect of over 65% in size
# Target sequence (P53350 whole entry, looked up, the tested form may be a part): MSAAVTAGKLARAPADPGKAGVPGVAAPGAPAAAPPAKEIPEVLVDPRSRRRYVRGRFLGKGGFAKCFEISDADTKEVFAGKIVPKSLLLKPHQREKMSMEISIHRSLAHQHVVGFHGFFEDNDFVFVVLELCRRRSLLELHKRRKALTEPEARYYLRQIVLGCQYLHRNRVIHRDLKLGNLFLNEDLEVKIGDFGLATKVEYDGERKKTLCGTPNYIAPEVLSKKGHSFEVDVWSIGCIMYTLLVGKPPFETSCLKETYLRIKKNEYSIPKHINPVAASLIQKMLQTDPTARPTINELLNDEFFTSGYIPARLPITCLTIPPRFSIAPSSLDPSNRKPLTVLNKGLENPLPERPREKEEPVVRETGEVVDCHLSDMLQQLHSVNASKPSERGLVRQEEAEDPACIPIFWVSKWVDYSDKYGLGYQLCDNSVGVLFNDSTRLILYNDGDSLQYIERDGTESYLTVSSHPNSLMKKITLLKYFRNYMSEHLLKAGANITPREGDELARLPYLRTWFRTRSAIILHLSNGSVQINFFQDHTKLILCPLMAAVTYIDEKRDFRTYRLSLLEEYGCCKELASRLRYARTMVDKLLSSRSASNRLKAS
# WRN inhibitor: blocks human WRN helicase. Q14191. WRN helicase unwinding, fluorescent forked duplex, kinetic. Potency, µM (titrated, usually from 114 µM), for the others: at the top dose activity change, negative = inhibition, most hits filed as inhibitors. actives 0.46% (n = 360,000). AID 651768; also: potency is read from the fitted curve at half-maximal effect; % is scaled to controls: 0 for no effect and ±100 for the full control effect; nearly all actives have a fitted effect of over 55% in size
#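 Fluorescence dequenching readout, ex 525 nm/em 598 nm, kinetic mode: forked duplex DNA (100 nM final) with adjacent fluorophore and quencher unwound by WRN (20 nM final) with 2 mM ATP. Compound preincubation 15 min, room temperature.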
# FUS suppressor: FUS proteinopathy suppression in yeast; S. cerevisiae FUS-expressing, growth rescue, OD600, 24 h; Potency, µM (highest dose often 76.6 µM), inactives show at the highest dose growth rescue (activation), actives largely listed as activators; actives 0.24% (n = 390,000); AID 1347120;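 also: potency is read from the fitted curve at half-maximal effect; plate controls were DMSO vehicle for no effect and reference control for full effect; nearly all actives have a fitted effect of over 55% in size; some results filed as inactive show a strong effect at the top dose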
#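 Read-out: OD at 600 nm after 24hr at 30C, reporting rescue of FUS-induced yeast toxicity. Cells at OD 0.005 in galactose (2%) minimal medium; compounds tested in a dilution series; CP55940 titration from 92uM final as control.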
# EPAC1 ag: EPAC1 (human) agonism; O95398; Potency, µM (titrated, usually from 154 µM), for the others: top-dose activation, most hits filed as activators; actives 0.073% (n = 360,000); EPAC1 agonist qHTS, biochemical assay; response scale: 100% = response to 6.5 mM cAMP; also: potency is read from the fitted curve at half-maximal effect; nearly all actives have a fitted effect of over 60% in size
#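 Compounds were pinned as a concentration titration into mixtures of EPAC1 (100 nM), BODIPY-GDP-loaded Rap1B (250 nM) and GDP (50 uM). After 5 min at room temperature, fluorescence was followed for 30 min; activity was scaled to 6.5 mM cAMP.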
# IL-2 act: IL-2 activation. actives 0.065% (n = 360,000). activation, % (series mostly up to about 46 µM). IL-2 activation reporter assay, cell-based qHTS; stimulated with anti-CD3/CD4/CD28 beads; in transgenic mouse T cells; in the data active = activation above about 50%; inconclusive = mostly about 30% to 49%; also: 0% is about no effect
#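 EGFP and DsRed fluorescence is measured by plate cytometry in unstimulated transgenic mouse T cells exposed to compound for 60 minutes, then stimulated 18 hours at 37 degrees C with anti-CD3/anti-CD4 beads plus anti-CD28.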
# EPAC1 antag: blocks human EPAC1 exchange factor | EPAC1 GEF assay, Rap1b-BODIPY-GDP exchange fluorescence | Potency, µM (series often up to 115 µM), for inactives: at the highest dose activity change, negative = inhibition, actives largely listed as inhibitors | actives 0.14% (n = 360,000) | AID 720709;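 also: potency is read from the fitted curve at half-maximal effect; plate controls were vehicle for no effect and positive control for full effect; nearly all actives have a fitted effect of over 50% in size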
# Abeta rescue: restores growth of yeast expressing A-beta42 peptide; yeast expressing A-beta42, growth rescue, OD600, 48 h; response scale: 0% DMSO, 100% iron-clioquinol control; Potency, µM (top dose mostly 46.1 µM), for the others: top-dose growth rescue, hits mostly activators; actives 0.063% (n = 410,000); AID 1347071; also: potency is read from the fitted curve at half-maximal effect; nearly all actives have a fitted effect of over 55% in size
#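 Yeast A-beta toxicity model in growth medium with pinned compounds, 48 h at 30 C; growth read as absorbance at 600 nm. Normalized to FeCl3/clioquinol equimolar mix (positive) and DMSO (negative).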
# * = called active by the depositor; ? = inconclusive; nt = not tested or not shown; [ ] = dose if it differs, or a comment. Unless noted, calls follow the shape of the dose curve; as a rule, active = well fitted curve in the direction sought with a large enough effect; inconclusive = small, poorly fitted or top-dose-only effect, or another doubt; inactive = no such curve, though single readings can be large; an effect the other way counts as inactive or inconclusive. Compounds as they come (roughly 4.1% active in at least one column).
SMILES,PI5P4Ka inh,PLK1 PBD inh,WRN inhibitor,FUS suppressor,EPAC1 ag,IL-2 act,EPAC1 antag,Abeta rescue
Cc1ccccc1NC(=O)N1CCCC1C(=O)NCc1ccccc1 (stereo unspecified),0.2,-9.3%,0.7%,-14.0%,11.8%,-0.6,-3.9%,7.5%
CC1Cc2ccccc2N1C(=O)CSc1nc2ccccc2o1 (stereo unspecified),-1.0,13.8%,-4.0%,nt,3.6%,0.3,-2.7%,-8.3%
O=C(NCc1ccc2c(c1)OCO2)c1ccc2c(c1)C(=O)N(Cc1cccnc1)C2=O,-8.3,-1.4%,-7.6%,-2.3%,3.6%,0.1,-13.1%,13.9%
COc1ccc(NC(=O)CCc2nc3ccccc3c(=O)[nH]2)cc1S(=O)(=O)N1CCCCC1,-9.8,-15.7%,4.1%,18.9%,2.0%,-0.1,11.0%,8.7%
O=C(CSc1nnc(CNc2ccccc2)o1)c1ccc2c(c1)OCCO2,nt,-26.1%,-10.2%[57.1 µM],29.9%,16.8%,-2.2,-1.9%,5.2%
COc1ccc(NC(=O)C2(C)CCN2C(=O)c2ccc(C(C)(C)C)cc2)cc1OC (stereo unspecified),11.5,-7.1%,5.5%[57.1 µM],36.5%,-5.4%,-0.8,-9.9%,1.5%
CCOC(=O)N1CCN(C(=S)NC(=O)C23CC4CC(CC(C4)C2)C3)CC1,1.7,-6.0%,-6.1%,3.7%,6.4%,0.0,?,18.0%
CCOC(=O)Nc1ccc2c(c1)N(C(=O)CN1CCN(C)CC1)c1ccccc1CC2,0.9,0.7%,0.2%,0.2%,7.4%,2.2,-20.6%,1.2%
CC(=O)Nc1ccc(NC(=O)C(C)OC(=O)C2CC3C=CC2C3)cc1 (stereo unspecified),-1.4,-8.4%,3.9%,nt,3.7%,-0.3,-3.2%,14.0%
O=C(NNC1=C(C(=O)C(F)(F)F)CCC1)c1cccc(Cl)c1,0.1,-14.5%,-10.4%,3.3%,-8.2%,0.0,-26.7%,-32.4%[inhibitor]
O=C(N/N=C/c1ccccc1)NC1CCCCC1,4.5,-5.5%,13.6%,nt,-7.1%,-0.4,5.5%,9.0%
COc1ccc(C(=O)N(C)C2CCCN(Cc3ccccc3F)C2)cc1OC (stereo unspecified),0.4,-0.9%,8.7%,7.7%,-7.1%,-3.5,-11.3%,6.2%

# Arranged by SMILES length (rising): part of the list above
SMILES,PI5P4Ka inh,PLK1 PBD inh,WRN inhibitor,FUS suppressor,EPAC1 ag,IL-2 act,EPAC1 antag,Abeta rescue
O=C(N/N=C/c1ccccc1)NC1CCCCC1,4.5,-5.5%,13.6%,nt,-7.1%,-0.4,5.5%,9.0%
Cc1ccccc1NC(=O)N1CCCC1C(=O)NCc1ccccc1 (stereo unspecified),0.2,-9.3%,0.7%,-14.0%,11.8%,-0.6,-3.9%,7.5%
O=C(NNC1=C(C(=O)C(F)(F)F)CCC1)c1cccc(Cl)c1,0.1,-14.5%,-10.4%,3.3%,-8.2%,0.0,-26.7%,-32.4%[inhibitor]
CC(=O)Nc1ccc(NC(=O)C(C)OC(=O)C2CC3C=CC2C3)cc1 (stereo unspecified),-1.4,-8.4%,3.9%,nt,3.7%,-0.3,-3.2%,14.0%
CCOC(=O)N1CCN(C(=S)NC(=O)C23CC4CC(CC(C4)C2)C3)CC1,1.7,-6.0%,-6.1%,3.7%,6.4%,0.0,?,18.0%
CCOC(=O)Nc1ccc2c(c1)N(C(=O)CN1CCN(C)CC1)c1ccccc1CC2,0.9,0.7%,0.2%,0.2%,7.4%,2.2,-20.6%,1.2%
COc1ccc(NC(=O)C2(C)CCN2C(=O)c2ccc(C(C)(C)C)cc2)cc1OC (stereo unspecified),11.5,-7.1%,5.5%[57.1 µM],36.5%,-5.4%,-0.8,-9.9%,1.5%
O=C(NCc1ccc2c(c1)OCO2)c1ccc2c(c1)C(=O)N(Cc1cccnc1)C2=O,-8.3,-1.4%,-7.6%,-2.3%,3.6%,0.1,-13.1%,13.9%

# Other compounds.
SMILES,PI5P4Ka inh,PLK1 PBD inh,WRN inhibitor,FUS suppressor,EPAC1 ag,IL-2 act,EPAC1 antag,Abeta rescue
CCOC(=O)c1[nH]c(COC(=O)C2CC(=O)N(Cc3ccccc3)C2)c(C(=O)OCC)c1C (stereo unspecified),3.3,-7.2%,-8.3%,24.7%,0.5%,0.0,-3.5%,?
Nc1ccc(SCC(=O)Nc2cccc([N+](=O)[O-])c2)cc1,-9.0,-13.5%,3.6%,7.1%,8.0%,2.1,-1.9%,14.3%
Cc1ccc(S(=O)(=O)N2CCCC2)cc1C(=O)Nc1ccc(-n2cnnn2)cc1,6.8,-0.2%,-2.4%,2.3%,2.8%,-0.6,2.6%,4.0%
CC(C)C[C@H](NC(=O)/C=C/[C@H]1O[C@@H](n2ccc(=O)[nH]c2=O)[C@H](O)[C@@H]1O)C(=O)O,-0.2,-5.8%,-8.3%,-2.8%,14.2%,-0.2,-6.5%,-4.2%
Cn1cccc1Cc1nnc(SCC(=O)Nc2ccc3c(c2)OCCO3)n1-c1ccc(F)cc1,-1.8,?,-0.3%,?,-2.1%,1.0,?,11.8%
O=C(NNC(=O)c1cccc2ccccc12)c1ccc(Br)cc1,6.2,-6.1%,-17.1%,-5.7%,-4.8%,0.1,-3.0%,-8.8%
CC(=O)Nc1ccc(NC(=O)C(F)(F)F)cc1,nt,-3.8%,13.3%,7.4%,0.5%,-1.0,-3.5%,-7.4%
COC(=O)c1c(C)[nH]c(C(=O)COC(=O)CCc2ccc(OC)c(OC)c2)c1C,-0.9,-2.6%,1.0%,-5.4%,4.2%,-3.1,5.5%,1.4%
CCOC(=O)N1CCN(S(=O)(=O)c2ccc3[nH]c(=O)sc3c2)CC1,-9.1,-0.5%,-12.8%[57.1 µM],-3.7%,0.0%,-0.7,16.1%,12.7%
C/C(=N\NC(=O)c1ccc2c(c1)OCO2)c1ccc2c(c1)OCO2,0.2,-7.2%,-1.7%[57.1 µM],14.2%,0.1%,-2.7,?,-5.0%
CCCCCOc1ccc(/C=N/NC(=O)c2nnn(-c3nonc3N)c2CN2CCCCCC2)cc1,-0.9,-1.7%,6.1%,-27.8%,5.0%,-0.3,-12.1%,5.8%
CN(C(=O)c1ccc(N2CCOCC2)c([N+](=O)[O-])c1)C1CCCCC1,-3.7,-7.0%,-26.4%,10.5%,0.5%,0.4,-0.1%,-12.9%
Cc1ccc(CC(=O)Nc2ccc(C(=O)N3CCCCC3)cc2)cc1,2.1,-27.3%,-0.7%,21.8%,-14.9%,2.7,-8.0%,-3.4%
Cc1cc(C)nc(NS(=O)(=O)c2ccc(Br)cc2)n1,nt,-6.2%,1.5%,35.0%,2.4%,1.5,-2.4%,22.9%
COc1c(C)cc(Br)cc1C(=O)NCc1cccnc1,nt,-6.2%,5.4%,23.0%,0.0%,2.1,-20.4%,-10.8%
COc1ccccc1N1CCC(N2CCN(CC(C)(C)C)C(CCO)C2)CC1 (stereo unspecified),-6.8,0.8%,15.6%,-28.6%,-7.9%,-2.9,2.3%,-4.1%
CC(=O)c1sc(NC(=O)c2ccccc2F)nc1-c1ccccc1,0.2,-12.0%,-34.7%,-5.2%,4.1%,-3.2,6.0%,-0.4%
O=C(Nc1oc2ccccc2c(=O)c1-c1ccc(Cl)cc1)c1ccco1,2.1,-13.4%,-3.7%,26.7%,5.1%,0.7,-31.3%,-35.7%
Cc1cc(C)nc(SC2CCCCC2NS(=O)(=O)c2ccccc2)n1 (stereo unspecified),0.1,3.1%,6.2%,2.8%,-9.5%,0.9,0.4%,9.8%
CC(Sc1nnc(N)s1)C(=O)c1c(N)n(C)c(=O)n(C)c1=O (stereo unspecified),8.5,-10.9%,-5.3%,-5.4%,8.3%,1.1,-2.1%,3.3%
COc1ccc(NC(=O)CSc2nnc3n2CCCCC3)cc1S(=O)(=O)N1CCOCC1,-12.4,-10.9%,-12.2%,4.0%,1.7%,1.0,-15.6%,-12.6%
COc1ccccc1C(=O)COC(=O)c1cccc(S(=O)(=O)N2CCCC2)c1,-3.7,-12.0%,-15.7%,10.1%,10.2%,-1.0,-3.4%,5.4%
Cc1ccc(OCC(=O)NNC(=O)CCC(=O)Nc2ccc(C)cc2C)cc1,-0.2,-7.9%,5.4%,nt,6.4%,0.6,-17.9%,-21.8%
CCN1CCN(C(=S)Nc2cccc(C(F)(F)F)c2)CC1,-0.9,-7.0%,3.3%,-6.5%,-2.6%,-0.3,11.9%,-1.2%
Cc1ccccc1OCC(=O)Nc1cccc(S(=O)(=O)NC2=NCCCCC2)c1,-0.3,-3.8%,8.1%,10.6%,-3.2%,-0.7,13.2%,-8.9%
Cc1[nH]c2c([N+](=O)[O-])cccc2c1C,6.0,-2.3%,-7.7%,-6.5%,5.4%,1.1,?,-4.0%
CS(=O)(=O)c1nc(S(=O)(=O)c2ccc(Cl)cc2)c(NCCCN2CCCC2=O)s1,-1.0,-21.5%,3.1%,-9.1%,14.1%,-1.5,-24.6%,13.4%
O=C(C1=C(O)C(=O)N(Cc2ccccc2)C1c1cccnc1)c1ccco1 (stereo unspecified),-5.7,-0.9%,-9.8%,-9.3%,1.8%,-0.7,-3.8%,13.5%
Cn1c(CNC(=O)C(Cc2ccccc2)NC(=O)c2cccc(F)c2)cc(=O)n(C)c1=O (stereo unspecified),4.5,26.7µM*,-6.0%,-1.2%,0.4%,-3.6,1.3%,2.3%
O=C1ON=C(c2cccc([N+](=O)[O-])c2)/C1=C/c1ccc(O)cc1,?,1.5µM*,?,3.5%,-8.5%,1.4,-3.4%,-19.2%
COC(=O)CCC[C@H]1CC2(C[C@H](CCCO[Si](C)(C)C(C)(C)C)N1C(=O)OC(C)(C)C)OCCO2,11.1,-12.6%,-0.9%,12.6%,-18.6%,-0.7,-25.7%,-6.4%
CCCCC(CCCC)=N/N=C/c1c(O)n(CC)c2cc(C3=NNC(=O)CC3)ccc12,1.9,18.1%,-9.6%,6.1%,4.8%,0.3,4.6%,-4.5%
COc1cc(CC(=O)Nc2nccs2)cc(OC)c1OC,-10.3,-4.1%,7.9%,11.3%,8.6%,-2.5,4.2%,-11.2%
Cc1ccc(NC(=S)N2CCC(c3ccccc3)C2)c(Cl)c1 (stereo unspecified),1.7,-4.4%,-32.0%,32.5%,0.8%,-0.9,-18.4%,?

# Screening results: PubChem BioAssay, National Center for Advancing Translational Sciences (NCATS)
